Artemis endo inh = inhibitors of human Artemis endonuclease activity | recombinant Artemis, quenched FAM hairpin cleavage fluorescence | inhibition, % at 10 µM | 0.78% of 30,000 active;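 active = at 10 µM dose, at least 30% inhibition, measured as corrected fluorescence normalized to stimulator and neutral control wells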
Target sequence (Q96SD1 whole entry, looked up): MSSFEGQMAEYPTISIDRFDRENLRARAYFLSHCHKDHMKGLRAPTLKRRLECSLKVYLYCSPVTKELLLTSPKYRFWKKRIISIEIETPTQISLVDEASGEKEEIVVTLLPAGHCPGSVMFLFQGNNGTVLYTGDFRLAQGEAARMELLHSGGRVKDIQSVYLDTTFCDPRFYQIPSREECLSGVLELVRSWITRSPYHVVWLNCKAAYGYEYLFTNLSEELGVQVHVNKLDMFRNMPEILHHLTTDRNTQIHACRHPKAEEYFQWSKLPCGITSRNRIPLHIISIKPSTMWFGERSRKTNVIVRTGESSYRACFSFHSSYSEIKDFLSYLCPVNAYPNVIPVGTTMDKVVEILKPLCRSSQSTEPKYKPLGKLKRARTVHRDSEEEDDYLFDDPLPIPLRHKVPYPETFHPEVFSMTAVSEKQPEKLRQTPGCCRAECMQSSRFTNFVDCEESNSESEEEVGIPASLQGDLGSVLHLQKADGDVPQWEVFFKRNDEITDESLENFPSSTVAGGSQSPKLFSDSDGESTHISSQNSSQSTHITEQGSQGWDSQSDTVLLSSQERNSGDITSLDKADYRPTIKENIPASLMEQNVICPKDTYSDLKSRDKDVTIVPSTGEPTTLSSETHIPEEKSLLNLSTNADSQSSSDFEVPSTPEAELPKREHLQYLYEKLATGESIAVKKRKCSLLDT
* hit, by the source's call. Only part of the results is shown. The share of hits here may be higher or lower than overall.

| Compound | Artemis endo inh |
| --- | --- |
| CNc1cc([N+](=O)[O-])ccc1N/C=C/C(=O)c1cccs1 | 14 |
| CCOc1ccc(-n2c(N)c(C(=O)NCc3ccco3)sc2=S)cc1 | -6 |
| CN1CCN(c2nc3c(c(=O)[nH]c(=O)n3C)n2Cc2cccc3ccccc23)CC1 | -6 |
| COc1cccc(CNc2nn[nH]n2)c1OC | 0 |
| O=C(CSc1ccc(Cl)cc1)Nc1ccc(N2CCN(c3ccccc3)CC2)c(F)c1 | -10 |
| CC1CN(C(=O)c2ccccc2Sc2ccccc2C#N)CC(C)O1 (centres undefined) | -3 |
| O=S(=O)(NCc1ccco1)c1cccc(S(=O)(=O)N2CCCCC2)c1 | -2 |
| Cc1cccc(Oc2cc(NC(=O)c3ccccc3)cc([N+](=O)[O-])c2)c1 | 3 |
| CCn1c(-c2cc(OC)ccc2OC)csc1=Nc1c(C)n(C)n(-c2ccccc2)c1=O | -5 |
| Cn1c(=O)oc2cc(S(=O)(=O)N3CCN(c4ccc(F)cc4)CC3)ccc21 | 1 |
| O=C(CC(Nc1ccc(Cl)cc1)C(=O)O)c1ccccc1 (centres undefined) | -4 |
| CCOc1ccc(OCC)c(S(=O)(=O)NCc2cccnc2)c1 | -2 |
| O=C(c1nsnc1-c1ccccc1O)N1CCCCC1 | 3 |
| C=CCNc1nc2c(c(=O)[nH]c(=O)n2C)n1CCCCC | 3 |
| Cc1ccc(Sc2ccc(C(=O)NC(C)C)cc2[N+](=O)[O-])cc1 | -11 |
| O=C1CS/C(=N\c2ccccn2)N1C1CCCCC1 | -2 |
| CCN(CC)c1ccc(NC(=O)CN2CCN(c3nc(C)cc(C)n3)CC2)cc1 | 0 |
| COC(=O)c1c(N)nc(C)n1-c1ccc(OC)cc1 | -9 |
| Cc1cc(C)cc(-n2nnnc2-c2cn(C)nc2C(F)(F)F)c1 | -2 |
| Cc1ccc(-c2nc(C3CCCN(S(=O)(=O)c4ccc(C(F)(F)F)cc4)C3)no2)cc1 (centres undefined) | 2 |
| CCCCC(=O)Nc1ccc(NC(=O)CCCC)nc1 | -1 |
| Cc1ccccc1CS(=O)(=O)c1cnc2ccccc2n1 | -6 |
| CNC(=O)c1ccccc1S(=O)c1ccccc1C#N (centres undefined) | 2 |
| CCCOc1ccc(N2C(=O)CC(N(Cc3ccc(S(N)(=O)=O)cc3)C(=O)CC)C2=O)cc1 (centres undefined) | -6 |
| CCOc1cc(S(=O)(=O)N(CC)CC)ccc1Br | -13 |
| CC(C)Oc1ccc(C(=O)NC2CCS(=O)(=O)C2)cc1 (centres undefined) | 1 |
| O=C(NCc1ccco1)C1CCN(C(=O)Cc2ccccc2)CC1 | -1 |
| COC(=O)CNC(=O)C(C)NC(=O)CNC(=O)OCc1ccccc1 (centres undefined) | 1 |
| Cc1ccc2nc(SC(C)C(=O)NCc3ccco3)[nH]c2c1 (centres undefined) | 5 |
| CC(C)C(NC(=O)C1CCCCC1)C(=O)Nc1ccccn1 (centres undefined) | -2 |
| CCOC(=O)c1c(C)nc2ccccc2c1C | 0 |
| CN(C)c1ccnc(-n2cccc2/C=N/OCc2ccc(F)cc2Cl)c1C#N | 6 |
| CCN(CC)c1ccc(CNc2ccc(Br)cn2)cc1 | 1 |
| CCOC(=O)c1cccc(C(=O)OCC)n1 | 2 |
| COc1cccc(N2CCN(Cc3nc(N)nc(N4CCCc5ccccc54)n3)CC2)c1 | 9 |
| CC(C(=O)OCC(=O)Nc1ncc(Cl)cc1Cl)N1C(=O)c2ccccc2C1=O (centres undefined) | -4 |
| COc1cc2c(cc1OC)C1(Nc3c-2c(-c2ccccc2)nn3-c2ccccc2)C(=O)Nc2ccccc21 (centres undefined) | 14 |
| COCCOc1nc2c(c(=O)n(C)c(=O)n2C)n1Cc1cccc(OC)c1 | 1 |
| COc1ccccc1NC(=S)Nc1cccc(F)c1 | -1 |
| CCOC(=O)c1cc(C#N)c(N2CCCC2)nc1-c1ccccc1 | 1 |
| COc1ccc(OC)c(Nc2nc(N)nc(-c3cc4ccccc4o3)n2)c1 | 1 |
| CCn1c(N)nc2ccccc21 | -4 |
| Cc1ccccc1NC(=O)CNc1ccccc1C(=O)NCc1ccco1 | 1 |
| COc1cccc(NC(=O)Cn2c(=O)c3c(ncn3Cc3ccccc3)n(Cc3ccccc3)c2=O)c1 | -14 |
| COc1cccc(OCc2cc(C3Nc4ccccc4C(=O)N3Cc3ccco3)ccc2OC)c1 (centres undefined) | 19 |
| CCCCOc1ccc(C(=O)N2CCCC2C(=O)O)cc1 (centres undefined) | -1 |
| Cc1cc(C)n2c(SCC(=O)Nc3c(C)n(C)n(-c4ccccc4)c3=O)nnc2n1 | -3 |
| CC1CCCC(N2C(=O)NC(NC(=O)c3ccco3)(C(F)(F)F)C2=O)C1C (centres undefined) | 5 |
| CCCCCOc1ccc(C(=O)C(c2ccccc2)N2CCOCC2)cc1 (centres undefined) | 9 |
| Cc1ccc(CN(C(=O)Cn2nnc3ccccc32)C(C(=O)NCc2ccco2)c2cccs2)cc1 (centres undefined) | 1 |
| NC(=O)C1CCCN(S(=O)(=O)c2ccc(Br)cc2)C1 (centres undefined) | -9 |
| N#CC1=C(N)Oc2n[nH]c(-c3cccs3)c2C1c1ccoc1 (centres undefined) | 39* |
| O=C1CC(SC(=Nc2ccccc2)Nc2ccccc2)C(=O)N1c1ccc(Cl)cc1 (centres undefined) | -13 |
| CC(=O)Oc1cc2c(C(=O)NCCN3CCOCC3)c(C)oc2c2ccccc12 | -3 |
| COC(=O)c1ccccc1NC(=O)C(C)Oc1ccccc1 (centres undefined) | -6 |
| CC(Oc1ccc(-c2nccc(-c3ccccn3)n2)cc1)C(=O)NN (centres undefined) | 13 |
| CCCc1n[nH]c2c1/C(=N/O)CC(c1ccccc1)C2 (centres undefined) | -8 |
| O=C(Nc1ccc(N2CCOCC2)cc1)c1cc2ccccc2o1 | -5 |
| Cc1cc(=O)n2nc(N3CCCC3C(=O)NCc3ccccn3)sc2n1 (centres undefined) | -5 |
| COC(=O)c1ccc(N2C(=O)CC(NCc3ccccc3)C2=O)cc1 (centres undefined) | -3 |

Carrying on:
Molecule	Artemis endo inh
O=C(CN1C(=O)C2CC=CCC2C1=O)Nc1nccs1 (centres undefined)	-8
Cc1oc2ncnc(N)c2c1C	-2
COc1ccc(C2(CCN)CC(C)N(C)CC2C)cc1 (centres undefined)	-2
COCCNC(=O)C(c1ccccc1)N(C(=O)Cn1nnc2ccccc21)c1cccnc1 (centres undefined)	4
CCOc1ccc(C(=O)CN2CCN(S(=O)(=O)c3ccc(Cl)cc3)CC2)cc1	13
CCC(=O)c1c[nH]c(C(=O)NCCc2ccccn2)c1	-4
Cc1ccccc1N/N=C1\CCCNC1=O	7
Cc1onc(-c2c(Cl)cccc2Cl)c1C(=O)NCc1ccco1	-8
C=CCOc1ccc(C2C(C#N)=C(N)N(Nc3ccccc3)C3=C2C(=O)CC(C)(C)C3)cc1OC (centres undefined)	5
COCCOC(=O)c1cc(C(=O)c2cc(F)ccc2O)coc1=N	1
O=C(CCC(=O)c1ccc(Br)cc1)Nc1cccc(C(F)(F)F)c1	-5
Cn1c(=O)c2c(nc(Cl)n2Cc2ccc(Cl)c(Cl)c2)n(C)c1=O	1
Cn1cc(C(=O)c2ccc(Cl)cc2)cc1-c1nc2ccccc2n1C	11
CN1C(=O)C(O)(C2COC(C)(C)CC2=O)c2cc(Br)ccc21 (centres undefined)	-8
Cc1cnc(-c2nnc(N(C)C(=O)C3CCOC3)s2)cn1 (centres undefined)	4
O=C(/C=C/c1c(Cl)cccc1Cl)N1CCN(c2ncccn2)CC1	-1
Cc1cc(C)nc(NC2=NCC(=O)N2c2ccc(F)c(Cl)c2)n1	-6
CN1C(=S)SC(N(O)C(=O)Nc2ccccc2)C1(C)C (centres undefined)	0
Cc1ccc(-n2c(=O)[nH]c3c(C(N)=O)nc(CC(C)C)nc32)cc1	-3
CCCCCOC(=O)Cc1c(O)c2ccccc2[nH]c1=O	12
CCCNC(=O)c1ccc2nc(-c3ccccc3)c(-c3ccccc3)nc2c1	11
COc1ccc(/C(N)=N/OC(=O)CSc2ccccc2)cc1OC	5
CCOC(=O)N1CCN(C(=O)c2ccc3c(=O)n(CCc4ccccc4)c(=S)[nH]c3c2)CC1	5
CCc1ccccc1NC(=O)c1nnn(CC(=O)Nc2cccc(C)c2)c1N	5
CCC1(C)Cc2ccccc2-c2nc3n(c(=O)c21)CC(C(=O)O)S3 (centres undefined)	4
O=C(NCc1ccco1)NCC(F)(F)F	-2
Cc1c(N2C(=O)c3ccc4c5c(ccc(c35)C2=O)CC4)c(=O)n(-c2ccccc2)n1C	9
COc1ccc(-c2nc(SCC(=O)N3CCOCC3)n[nH]2)cc1	6
COc1ccc(NC(=O)CCCN2C(=O)C3C4C=CC(C4)C3C2=O)c(OC)c1 (centres undefined)	1
Cc1cc(OCCCC(=O)N2CCCCC2)cc(C)c1Cl	7
O=C(Nc1cccc(-c2cn3ccccc3n2)c1)c1cccc(Cl)c1	12
COc1ccc(-n2c(N)c(-c3nc4ccccc4n3C)sc2=S)cc1	-1
Fc1ccccc1Cc1nnc2n1N=C(c1ccc(Cl)cc1)CS2	2
CC(=O)c1cc(F)c(N2CCN(C(=O)c3ccco3)CC2)cc1C	-8
Nc1nc(SCc2ccc(Cl)cc2)[nH]c(=O)c1-c1ccccc1	10
Cc1ccc(NC(=O)C2CCN(S(=O)(=O)c3cccc4nonc34)CC2)nc1	0
Cc1ccc([N+](=O)[O-])cc1NC(=O)CN(C1CCCCC1)S(=O)(=O)c1ccc(Cl)cc1	7
COC(=O)c1ccc(CSc2nnc(CNC(=O)c3ccccc3F)o2)o1	16
COC(=O)c1ccc(CSc2nnc(Nc3ccc(C)cc3)s2)o1	-1
Cc1cc(C)n2ncc(C(=O)Nc3ccc4c(c3)OCO4)c2n1	-5
CC(C)CCn1cnc2c(cnn2-c2ccc(F)cc2)c1=O	-2
Cc1ccn2c(CN3CCOCC3)c(-c3ccccc3)nc2c1	-7
Cc1ccc(C(=O)c2cc3ccccc3o2)cc1	-1
Cc1ccc2oc(=O)cc(CN3CCOCC3)c2c1	3
CCOC(=O)CC(=O)CSc1ncnc2c1cnn2-c1ccccc1	1
CCOC(=O)C1=NNC(C(=O)c2ccccc2)C1c1ccc(OC)cc1 (centres undefined)	4
CCn1c2ccccc2c2cc(NC(=O)COC(=O)Cc3cn4ccsc4n3)ccc21	2
O=C1CC(N2CCOCC2)C(=O)N1c1ccc2c(c1)OCO2 (centres undefined)	4
Fc1ccc(-c2n[nH]c(=S)n2CC2CCCO2)cc1 (centres undefined)	5
O=C(c1ccccc1)c1ccc2nc(-c3ccc(NC(=O)c4ccccc4F)cc3)[nH]c2c1	7
COc1cc(/C=C(\C#N)c2nc3ccccc3[nH]2)c([N+](=O)[O-])cc1OCc1ccccc1	12
NC(=O)c1noc(C(=O)N(CC(=O)NC2CCCC2)Cc2ccc3c(c2)OCO3)c1N	-8
CCS(=O)(=O)Nc1ccc(-c2nnc(SCC(=O)c3cccc(OC)c3)o2)cc1	10
COc1ccc(CCN2C(=O)c3ccccc3C2(O)c2ncc[nH]2)cc1OC (centres undefined)	-5
CC(C)OC(=O)CSc1nnc(Cc2ccccc2)n1CC1CCCO1 (centres undefined)	-7
CCOC(=O)Cc1csc(NC(=O)CSc2nncn2C)n1	-7
Cn1c(/C(C#N)=C(\O)COc2ccc3ccccc3c2)nc2ccccc21	-2
Cc1cc(NCCN2CCOCC2)n2nc(C)c(-c3ccccc3)c2n1	-8
COc1ccc(C(=O)OCC(=O)Nc2ccc(F)c(F)c2F)cc1OC	12
COC(=O)c1cc2ccccn2c2c(C(=O)OC)c(C(=O)OC)cc1-2	14

Sorted by formula weight (smallest number first): part of the list above
Molecule	Artemis endo inh
Cc1ccc(C(=O)c2cc3ccccc3o2)cc1	-1
Cc1ccc2oc(=O)cc(CN3CCOCC3)c2c1	3
Fc1ccc(-c2n[nH]c(=S)n2CC2CCCO2)cc1 (centres undefined)	5
CC(C)CCn1cnc2c(cnn2-c2ccc(F)cc2)c1=O	-2
O=C1CC(N2CCOCC2)C(=O)N1c1ccc2c(c1)OCO2 (centres undefined)	4
Cc1ccn2c(CN3CCOCC3)c(-c3ccccc3)nc2c1	-7
Cc1cc(C)n2ncc(C(=O)Nc3ccc4c(c3)OCO4)c2n1	-5
COC(=O)c1cc2ccccn2c2c(C(=O)OC)c(C(=O)OC)cc1-2	14
Cc1cc(NCCN2CCOCC2)n2nc(C)c(-c3ccccc3)c2n1	-8
CCOC(=O)C1=NNC(C(=O)c2ccccc2)C1c1ccc(OC)cc1 (centres undefined)	4
CCOC(=O)CC(=O)CSc1ncnc2c1cnn2-c1ccccc1	1
COC(=O)c1ccc(CSc2nnc(Nc3ccc(C)cc3)s2)o1	-1
COc1ccc(C(=O)OCC(=O)Nc2ccc(F)c(F)c2F)cc1OC	12
CC(C)OC(=O)CSc1nnc(Cc2ccccc2)n1CC1CCCO1 (centres undefined)	-7
COc1ccc(CCN2C(=O)c3ccccc3C2(O)c2ncc[nH]2)cc1OC (centres undefined)	-5
COC(=O)c1ccc(CSc2nnc(CNC(=O)c3ccccc3F)o2)o1	16
COc1cc(/C=C(\C#N)c2nc3ccccc3[nH]2)c([N+](=O)[O-])cc1OCc1ccccc1	12
NC(=O)c1noc(C(=O)N(CC(=O)NC2CCCC2)Cc2ccc3c(c2)OCO3)c1N	-8
CCn1c2ccccc2c2cc(NC(=O)COC(=O)Cc3cn4ccsc4n3)ccc21	2
O=C(c1ccccc1)c1ccc2nc(-c3ccc(NC(=O)c4ccccc4F)cc3)[nH]c2c1	7
Cc1ccc([N+](=O)[O-])cc1NC(=O)CN(C1CCCCC1)S(=O)(=O)c1ccc(Cl)cc1	7

Following part:
Molecule	Artemis endo inh
CCCC[N+](C)(C)CCC(=O)NC(C)(C)CS(=O)(=O)[O-]	-1
Nc1ncnc2c1CCC2	-3
Cc1cc(C(=O)OCC(=O)Nc2ncc(C(F)(F)F)cc2Cl)c(C)o1	12
CCn1nnnc1SCC(=O)NCc1ccc2c(c1)OCO2	4
CCOc1cc(C(=O)N(C)Cc2cc3ccccc3[nH]c2=O)cc(OCC)c1OCC	0
CC(C)OC(=O)CSc1nnc(-c2cnccn2)n1Cc1ccco1	-6
CC(=O)Nc1ccc2c(c1)OCCO2	-5
CCSC1=N/C(=C\c2ccc(-c3ccccc3[N+](=O)[O-])o2)C(=O)S1	34*
